Screening data as filed in PubChem.
PI5P4K alpha inh: inhibitors of human PI5P4K alpha; P48426; PI5P4Kalpha enzyme, ADP-Glo luminescence, 60 min; stronger effect = lower value; max response, %; 330,000 tested, 1.2% active; AID 652105; active = max response of -50% or lower; inconclusive = between -30% and -50%; inactive = -30% or higher; note: value at the top dose of about 77 µM; % is set by controls: 0 for no effect and ±100 for the full control effect
Target sequence (P48426 whole entry, looked up): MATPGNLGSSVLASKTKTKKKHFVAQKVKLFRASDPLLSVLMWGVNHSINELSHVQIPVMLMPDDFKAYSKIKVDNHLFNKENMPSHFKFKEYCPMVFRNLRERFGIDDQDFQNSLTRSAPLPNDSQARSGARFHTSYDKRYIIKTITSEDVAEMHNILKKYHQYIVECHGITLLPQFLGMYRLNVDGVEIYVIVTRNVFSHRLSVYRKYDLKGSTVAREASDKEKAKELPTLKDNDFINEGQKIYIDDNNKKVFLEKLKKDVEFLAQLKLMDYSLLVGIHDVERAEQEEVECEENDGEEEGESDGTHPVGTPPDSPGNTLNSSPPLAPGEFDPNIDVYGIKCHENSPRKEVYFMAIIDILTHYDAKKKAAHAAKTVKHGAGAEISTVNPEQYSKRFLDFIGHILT
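Compounds were pin-transferred onto PI5P4Kalpha and substrate in HEPES pH 7.4 buffer with EGTA, CHAPS and 5% DMSO. ATP (5 microM final) started the reaction, which ran 60 minutes at room temperature before ADP-Glo detection.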
Abeta rescue: compounds reversing amyloid beta toxicity in yeast; yeast expressing A-beta42, growth rescue, OD600, 48 h; response scale: 0% DMSO, 100% iron-clioquinol control; Potency, µM (top dose mostly 46.1 µM), inactives show at the highest dose growth rescue, hits mostly activators; 410,000 tested, 0.063% active; note: potency is the fitted concentration of half-maximal effect; nearly all actives have a fitted effect of over 55% in size
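Growth rescue measured by 600 nm absorbance after 48 h yeast culture at 30 C with compound. Values normalized between DMSO and an equimolar ferric chloride plus clioquinol control.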
PLK1 PBD inh: blocks phosphopeptide binding to human PLK1 polo-box domain. P53350. Plk1 PBD binding of FITC phosphopeptide, fluorescence polarization. Potency, µM, for the others: max response, negative = inhibition, hits mostly inhibitors. 360,000 tested, 2.8% active; note: potency is the fitted concentration of half-maximal effect; series mostly up to about 57 µM; % is set by controls: 0 for no effect and ±100 for the full control effect; nearly all actives have a fitted effect of over 65% in size
Target sequence (P53350 whole entry, looked up, the tested form may be a part): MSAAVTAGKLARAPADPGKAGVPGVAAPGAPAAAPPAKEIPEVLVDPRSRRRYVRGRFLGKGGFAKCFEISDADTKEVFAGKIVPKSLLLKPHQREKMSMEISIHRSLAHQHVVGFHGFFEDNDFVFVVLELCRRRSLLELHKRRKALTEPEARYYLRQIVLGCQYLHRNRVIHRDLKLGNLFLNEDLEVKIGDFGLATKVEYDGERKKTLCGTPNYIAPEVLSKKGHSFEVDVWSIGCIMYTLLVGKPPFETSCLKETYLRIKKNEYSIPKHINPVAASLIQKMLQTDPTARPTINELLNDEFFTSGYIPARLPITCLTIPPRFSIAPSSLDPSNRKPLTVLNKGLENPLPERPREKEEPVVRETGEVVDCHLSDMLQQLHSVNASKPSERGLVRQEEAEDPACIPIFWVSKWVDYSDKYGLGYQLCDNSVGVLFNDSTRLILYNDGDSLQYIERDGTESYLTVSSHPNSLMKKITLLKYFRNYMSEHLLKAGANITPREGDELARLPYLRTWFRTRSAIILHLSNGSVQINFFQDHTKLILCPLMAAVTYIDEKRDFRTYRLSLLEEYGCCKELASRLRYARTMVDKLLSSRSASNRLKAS
WRN helicase inh: inhibitors of human WRN helicase; Q14191; WRN helicase unwinding, fluorescent forked duplex, kinetic; Potency, µM (top dose mostly 114 µM), for inactives: at the highest dose activity change, negative = inhibition, hits mostly inhibitors; 360,000 tested, 0.46% active; note: potency is the fitted concentration of half-maximal effect; % is set by controls: 0 for no effect and ±100 for the full control effect; nearly all actives have a fitted effect of over 55% in size
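WRN at 20 nM final preincubated with compound 15 min at room temperature; reaction started with 100 nM fluorophore/quencher forked duplex oligonucleotide and 2 mM ATP final. Unwinding followed kinetically by red fluorescence (ex 525, em 598 nm).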
EPAC1 antag: antagonists of human EPAC1; O95398; EPAC1 GEF assay, Rap1b-BODIPY-GDP exchange fluorescence; Potency, µM (highest dose often 115 µM), for the others: at the top dose activity change, negative = inhibition, usual class: inhibitors; 360,000 tested, 0.14% active; AID 720709;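 note: potency is the fitted concentration of half-maximal effect; plate controls were vehicle for no effect and positive control for full effect; nearly all actives have a fitted effect of over 50% in size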
aSyn yeast inh: alpha-synuclein toxicity inhibition in yeast; AID 652106; 370,000 tested, 0.14% active; Yeast expressing alpha-synuclein, growth rescue, BacTiter-Glo, 24 h; Potency, µM (highest dose often 46.1 µM), for the others: at the highest dose growth rescue (activation), hits mostly activators; note: potency is the fitted concentration of half-maximal effect; % of control where 0% means no effect; nearly all actives have a fitted effect of over 65% in size
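Rescue of yeast growth: cells expressing toxic alpha-synuclein, induced in galactose at OD600 0.02, incubated with compound 24 h at 30 C. ATP luminescence quantified growth; inhibitors of toxicity appear as activators.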
EPAC1 ag: activates human EPAC1 exchange factor; Potency, µM (titrated, usually from 154 µM), inactives show at the top dose activation, usual class: activators; EPAC1 agonist qHTS, biochemical assay; response scale: 100% = response to 6.5 mM cAMP; 360,000 tested, 0.073% active; note: potency is the fitted concentration of half-maximal effect; nearly all actives have a fitted effect of over 60% in size
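Compounds were pinned as a concentration titration into mixtures of EPAC1 (100 nM), BODIPY-GDP-loaded Rap1B (250 nM) and GDP (50 uM). After 5 min at room temperature, fluorescence was followed for 30 min; activity was scaled to 6.5 mM cAMP.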
FUS yeast rescue: FUS proteinopathy suppression in yeast; S. cerevisiae FUS-expressing, growth rescue, OD600, 24 h; Potency, µM (doses to about 76.6 µM), for inactives: at the highest dose growth rescue (activation), actives largely listed as activators; 390,000 tested, 0.24% active; AID 1347120;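 note: potency is the fitted concentration of half-maximal effect; plate controls were DMSO vehicle for no effect and reference control for full effect; nearly all actives have a fitted effect of over 55% in size; some results filed as inactive show a strong effect at the top dose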
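Steps: raffinose overnight preculture; dilution to OD 0.005 in 2% galactose minimal medium; compound addition (concentration series); 24hr at 30C, 99% humidity; absorbance read at 600 nm.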
IL2 activator: IL-2 activation; AID 652025; 360,000 tested, 0.065% active; activation, % (series mostly up to about 46 µM); IL-2 activation reporter assay, cell-based qHTS; stimulated with anti-CD3/CD4/CD28 beads; in transgenic mouse T cells; in the data active = activation above about 50%; inconclusive = mostly about 30% to 49%; note: 0% is about no effect
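EGFP and DsRed fluorescence is measured by plate cytometry in unstimulated transgenic mouse T cells exposed to compound for 60 minutes, then stimulated 18 hours at 37 degrees C with anti-CD3/anti-CD4 beads plus anti-CD28.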
* = called active by the depositor; u = inconclusive; x = no result given; [ ] = remark or other dose. Unless noted, calls come from the whole dose curve; as a rule, active = well fitted curve in the direction sought with a large enough effect; inconclusive = small, poorly fitted or top-dose-only effect, or another doubt; inactive = no such curve, though single readings can be large; an effect the other way counts as inactive or inconclusive.

SMILES | PI5P4K alpha inh | Abeta rescue | PLK1 PBD inh | WRN helicase inh | EPAC1 antag | aSyn yeast inh | EPAC1 ag | FUS yeast rescue | IL2 activator
O=[N+]([O-])c1c(NCCO)cc(N2CCC3(CC2)OCCO3)c2nonc12 | 0 | 1% | -19% | 9% | -6% | -3% | 10% | x | -2.8
CC(C)(C)NC(=O)CN(C(=O)CCC(=O)Nc1nccs1)c1ccc(F)cc1 | 4 | 10% | 0% | 2% | 11% | 0% | -8% | -5% | -0.9
CSCCC(NS(=O)(=O)c1cccc(C(F)(F)F)c1)C(=O)N1CCN(C(=O)c2ccco2)CC1 (configuration not stated) | 0 | 6% | -5% | -4% | u | -1% | 2% | 33% | 9.4
Cc1ccc(C)c(OCCNc2ccc([N+](=O)[O-])cn2)c1 | 6 | 9% | -7% | -1% | -5% | -5% | 1% | -14% | -0.9
Cc1cccnc1Oc1ncccc1N | 0 | 4% | 1% | -2% | -14% | 6% | -3% | -26% | 0.3
Oc1ccc2ccccc2c1CN1CCN(c2ccccc2)CC1 | 5 | 2% | -19% | 1% | -16% | 0% | 5% | -2% | -2.5
CCOC(=O)C1CCN(C(=O)CNS(=O)(=O)c2ccc(Br)s2)CC1 | x | -14% | -2% | -5% | 1% | 3% | -1% | 8% | 0.5
CCOC(=O)C1=C(C)N(C[C@@H]2CC[C@@H](Cc3ccc4cc(OC)ccc4c3)O2)C(=O)NC1c1ccc(OC)cc1 (some centres not stated) | -3 | -8% | -8% | -7% | 7% | -8% | -21% | u | 0.2
Cc1c([N+](=O)[O-])cc(C(=O)NCc2ccc(F)cc2)cc1[N+](=O)[O-] | -2 | -1% | -3% | 2% | -3% | 0% | -2% | 4% | 0.2
Cc1nc2ccc(C(=O)N3CCN(c4ccccn4)CC3)cc2s1 | -3 | 18% | -1% | -2% | -16% | 1% | 0% | 10% | 1.1
O=C(COc1ccc(Cl)cc1Cl)N1CCCC1 | x | -18% | -10% | -6% | -11% | -8% | 10% | -5% | 0.3
CC(C)n1c(SCC(=O)Nc2ccccc2)nc2c1c(=O)n(C)c(=O)n2C | -7 | -15% | -8% | -24% | 9% | -8% | 7% | -5% | 2.0
Cc1cc(C)c(NC(=O)Nc2ccc3c(c2)OCO3)c(C)c1 | 1 | 9% | -1% | -1% | -3% | -9% | 12% | 10% | 3.7
CCN(CC)S(=O)(=O)c1cc(C(=O)Nc2ccccn2)ccc1C | x | -12% | -6% | -6% | 0% | -13% | 0% | 24% | 0.9
CCCCc1c(O)nc(SCC(=O)Nc2ccc(OC)cc2)n(-c2ccc(C)c(C)c2)c1=O | -2 | -2% | -8% | -8% | -8% | -6% | -1% | u | -1.2
CCOc1ccccc1NC(=O)C1CCC(=O)N1S(=O)(=O)c1ccc(C)cc1 (configuration not stated) | -2 | 32% | -6% | -21% | -1% | -1% | 1% | 10% | -3.9
Nc1ccc2oc(-c3cccs3)nc2c1 | x | -13% | -1% | 5% | 4% | -2% | 4% | 43% | -1.8
CCN(CC)C(=O)c1sc(N2C(=O)Nc3ccccc3N2O)c(C(=O)OC)c1C | -1 | 2% | -18% | 1% | 13% | -1% | 9% | 8% | 1.9
COc1cc(/C=C2/SC(=O)NC2=O)ccc1OC(=O)c1ccco1 | -17 | 3% | -20% | u | -21% | -8% | -9% | 12% | -4.5
O=C(NCc1cccs1)c1cc(-c2ccccc2)nc2ccccc12 | 1 | -9% | 6% | -8% | -12% | 4% | -12% | x | 0.2
COc1cccc(NC(=O)c2ccc3c(O)c(S(=O)(=O)c4ccccc4)c(=O)[nH]c3c2)c1 | u | -7% | 24µM* | -6% | -14% | 6% | -6% | -6% | -3.3
COc1ccc(Cn2cc(CN3CC(N4CCN(C)CC4)CS3(=O)=O)nn2)cc1 (configuration not stated) | 1 | -8% | -8% | -4% | -1% | -1% | 8% | -4% | 0.0
O=C(Nc1ccc(Cl)cn1)c1ccc(COc2ccccc2Br)o1 | 6 | 22% | 1% | -8% | 9% | 3% | 1% | 10% | -1.6
N#C/C(=N\Nc1ccc(F)cc1)C(=O)C1CC1 | 6 | -96%[inhibitor] | -23% | 5% | -1% | -20% | 9% | u | 0.3
CC1(C(=O)Nc2ccc3c(c2)OCCO3)CN(S(C)(=O)=O)CC(=O)N1Cc1cccc(C(F)(F)F)c1 (configuration not stated) | -1 | 23% | -4% | -2% | -7% | 13% | -2% | 17% | 0.4
Cc1csc2nc(O)c(C(=O)NC3CCCCC3)c(=O)n12 | 12 | -19% | -3% | -2% | -11% | -17% | -9% | -4% | -3.7
CCCCCC(=O)Nc1nc(C)c(-c2csc(Nc3ccccc3OCC)n2)s1 | 2 | -12% | -25% | 1% | -4% | -1% | -25% | u | -0.8
Cn1nc(-c2ccccc2)c(CSc2ccccc2Cl)c1Cl | 23 | 24% | -7% | -16% | -11% | 0% | 15% | 13% | -0.4
CCOC(=O)C1CCN(Cc2ccc(F)cc2)CC1 | x | 0% | 1% | 6% | 5% | -13% | 2% | 8% | -1.6
COc1cc(CNCCc2ccccc2)ccc1OCC(=O)NC(C)(C)C | -6 | 8% | 0% | 4% | 11% | 0% | -2% | -1% | 0.3
COC(=O)CN(c1cc([N+](=O)[O-])ccc1OC)S(C)(=O)=O | 3 | -9% | -16% | u | -7% | -1% | -14% | 3% | 0.7
O=C(Nc1cccc(-c2cn3c(n2)SCC3)c1)c1ccc(Br)o1 | -5 | 11% | -7% | 0% | -12% | -5% | 0% | 6% | -2.7
CC(C)CCN=Cc1c(O)n(-c2ccccc2)c(=O)c2ccccc12 | x | -13% | -6% | 2% | -2% | u | 12% | 16% | -3.1
COc1cc(NC(=O)C2CC(=O)N(Cc3ccco3)C2)c(OC)cc1Cl (configuration not stated) | -2 | 13% | 3% | -4% | 6% | 2% | -10% | 2% | 0.0
Cc1noc(C)c1S(=O)(=O)Nc1ccccc1N1CCOCC1 | -3 | -13% | 3% | 11% | -8% | 14% | -7% | 3% | -4.4
C[C@@H]1O[C@@H](O[C@H]2[C@H](O[C@H]3C[C@]4(C)C(C[C@@H](O)C5C([C@]6(C)CC[C@@H](C(C)(C)O)O6)CC[C@]54C)[C@@]4(C)CC[C@H](O)C(C)(C)C34)O[C@H](CO)[C@@H](O)[C@@H]2O)[C@H](O)[C@H](O)[C@H]1O (some centres not stated) | -7 | 2% | -9% | 0% | -4% | -5% | -9% | -2% | 0.2
CCn1c(C)nc2cc(C(=O)OCCC(F)(F)F)ccc21 | -2 | -11% | 0% | 5% | 7% | -11% | 6% | -13% | -0.7
COCCn1c(C)cc(/C=C2\NC(=S)N(C)C2=O)c1C | 0 | -14% | -11% | 3% | -15% | -5% | 4% | 16% | -2.2
CN(Cc1ccccc1)S(=O)(=O)c1ccc2[nH]cc(C(=O)NCC3CCCO3)c(=O)c2c1 (configuration not stated) | x | -10% | 0% | -9% | -3% | 0% | -9% | 48% | -2.6
Cc1ccc(CSCC(=O)N(C)CC(=O)Nc2cccc(F)c2)cc1 | 5 | 21% | -3% | -1% | -21% | 5% | 9% | 11% | 0.4
Cc1cccc(OCC(=O)Nc2ccncc2)c1C | -4 | -7% | -4% | -22% | -5% | 1% | 3% | -10% | -0.9
COc1ccccc1-n1c(C)nc2cc(C(=O)NCc3ccc4c(c3)OCO4)ccc21 | -6 | -6% | -10% | 0% | -21% | -2% | 8% | u | -2.4
CCCn1c(SCC(=O)NCc2ccc(F)cc2)n[nH]c1=O | -17 | -5% | 21µM* | -28% | -5% | 1% | 13% | 17% | 0.8
Cc1ncc([N+](=O)[O-])n1CC(=O)Nc1ccc(F)cc1F | 2 | -5% | 6% | 1% | -9% | 6% | 0% | 11% | -6.3
Cc1ccc(C(C)NC(=O)c2cc(C)oc2C)cc1 (configuration not stated) | 0 | -28% | -7% | 3% | 2% | -6% | -5% | -28% | -2.7
O=C(c1cnccn1)N1CCCC(N2CCN(c3cccc(Cl)c3)CC2)C1 (configuration not stated) | -7 | -7% | -5% | -21% | 2% | -7% | 14% | 4% | 2.0
O=C1NC(=O)C(=Cc2ccco2)S1 | -3 | -6% | -8% | -2% | -10% | -15% | 2% | -25% | -0.5
O=S(=O)(Nc1cccc(-c2ccc3nncn3n2)c1)c1cccs1 | 0 | -3% | -11% | u | 22% | 1% | 6% | 21% | 0.7
Cn1c(NC(=O)/C=C\c2ccccc2)cc(=O)n(C)c1=O | 0 | -10% | -6% | -33%[57.1 µM] | -10% | 1% | 7% | -4% | 1.4
COc1ccc([C@H]2CC(=O)C=C(c3ccc(O)cc3)C2)cc1OC | 3 | 1% | 4% | -6% | -2% | 1% | 3% | 13% | -0.4
CC(=O)c1cccc(NC(=S)NC(=O)c2cccc(C)c2)c1 | -3 | 8% | -12% | -18% | -13% | -18% | 2% | x | 0.0
CCOc1ccc(N(CC(=O)Nc2ccc(C)c(F)c2)C2=NC3CS(=O)(=O)CC3S2)cc1 (configuration not stated) | 7 | 1% | -1% | -2% | 15% | -7% | 10% | 3% | -5.4
COC(=O)[C@@]12C[C@@H](CC(=O)NCc3cccc4ccccc34)C(=O)N(CCc3ccc(OC)c(OC)c3)C1=CCC(C)(C)C2 | 23 | 9% | -4% | -2% | 2% | 25% | -3% | 43% | -0.3

Reprinted at random: four compounds from above
SMILES | PI5P4K alpha inh | Abeta rescue | PLK1 PBD inh | WRN helicase inh | EPAC1 antag | aSyn yeast inh | EPAC1 ag | FUS yeast rescue | IL2 activator
CC(=O)c1cccc(NC(=S)NC(=O)c2cccc(C)c2)c1 | -3 | 8% | -12% | -18% | -13% | -18% | 2% | x | 0.0
Cc1cccc(OCC(=O)Nc2ccncc2)c1C | -4 | -7% | -4% | -22% | -5% | 1% | 3% | -10% | -0.9
O=C(c1cnccn1)N1CCCC(N2CCN(c3cccc(Cl)c3)CC2)C1 (configuration not stated) | -7 | -7% | -5% | -21% | 2% | -7% | 14% | 4% | 2.0
Cc1ccc(C(C)NC(=O)c2cc(C)oc2C)cc1 (configuration not stated) | 0 | -28% | -7% | 3% | 2% | -6% | -5% | -28% | -2.7
